# Source: PubChem
# p53null 32C kill: p53 null cell cytotoxicity, permissive temperature; H1299-neo p53 null cells, ATP luminescence, 24 h, 32C; Potency, µM (top dose mostly 46.1 µM), without a hit: top-dose activity change, negative = cytotoxicity, actives largely listed as cytotoxic; hit rate 0.62% among 55,000;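 also: potency is read from the fitted curve at half-maximal effect; 0% = DMSO only and -100% = full killing by 100 µM tamoxifen; nearly all actives have a fitted effect of over 55% in size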
#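 AC50 values derive from Hill modelling of qHTS concentration-response data (up to 46 uM) in H1299-neo cells. Cells were treated 24 h at 32C following overnight attachment at 37C; viability was read as cellular ATP.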
# FH mod: Identification of activators of human fumarate hydratase by quantitative high-throughput screening | FH coupled MDH/diaphorase resazurin fluorescence, 15 min | Potency, µM (highest dose often 79.9 µM), inactives show at the top dose activity change, negative = inhibition, actives largely listed as inhibitors | hit rate 0.22% among 54,000 | AID 1347055, 2019; also: potency is read from the fitted curve at half-maximal effect; % is scaled to controls: 0 for no effect and ±100 for the full control effect; the screen sought activators but most active calls are inhibition curves; nearly all actives have a fitted effect of over 45% in size
# Target sequence (P07954 whole entry, looked up): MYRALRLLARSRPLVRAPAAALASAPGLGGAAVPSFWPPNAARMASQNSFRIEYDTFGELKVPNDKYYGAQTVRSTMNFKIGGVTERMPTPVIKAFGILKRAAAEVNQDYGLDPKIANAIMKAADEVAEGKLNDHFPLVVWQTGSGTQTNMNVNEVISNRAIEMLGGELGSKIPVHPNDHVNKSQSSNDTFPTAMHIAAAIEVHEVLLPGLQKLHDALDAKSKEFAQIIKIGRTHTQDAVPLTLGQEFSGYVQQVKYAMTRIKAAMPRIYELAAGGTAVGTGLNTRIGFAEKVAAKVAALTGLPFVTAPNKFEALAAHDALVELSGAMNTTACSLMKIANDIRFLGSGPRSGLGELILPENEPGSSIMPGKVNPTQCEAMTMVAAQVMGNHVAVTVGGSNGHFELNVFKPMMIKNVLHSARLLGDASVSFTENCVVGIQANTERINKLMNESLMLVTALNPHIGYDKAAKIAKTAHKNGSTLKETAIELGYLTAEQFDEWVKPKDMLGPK
# NTMT1 inh: NTMT1 methyltransferase inhibition; AID 1645870; NTMT1 MTase-Glo SAH luminescence, purified enzyme; Q9BV86; hit rate 2.5% among 59,000; Potency, µM (series often up to 114 µM), without a hit: at the highest dose activity change, negative = inhibition, usual class: inhibitors;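 also: potency is read from the fitted curve at half-maximal effect; plate controls were DMSO vehicle for no effect and no enzyme for full effect; nearly all actives have a fitted effect of over 65% in size; many of its hits are not listed in these tables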
# Target sequence (Q9BV86 whole entry, looked up): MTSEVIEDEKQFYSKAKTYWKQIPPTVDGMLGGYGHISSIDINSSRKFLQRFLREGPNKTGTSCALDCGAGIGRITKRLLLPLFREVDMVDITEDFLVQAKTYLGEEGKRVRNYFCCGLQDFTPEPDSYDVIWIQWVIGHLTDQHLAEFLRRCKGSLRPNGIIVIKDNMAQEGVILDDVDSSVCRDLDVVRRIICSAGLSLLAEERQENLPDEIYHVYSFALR
# B2AR arrestin ag: ADRB2 beta-arrestin recruitment | 44,000 tested, under 10 active | P07550 | AID 1347077 | Potency, µM (top dose mostly 46.1 µM), for inactives: at the top dose activation, hits mostly activators | HTLA Tango cells, beta-arrestin recruitment, luciferase luminescence, 18 h;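 also: potency is read from the fitted curve at half-maximal effect; 0% = DMSO and full agonism = EC100 isoproterenol or metaproterenol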
#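 Tango cell line, 1% FBS DMEM; cpd titration up to 46 microM; 18 hr, 37 degrees C, 5% CO2. Luciferin/ATP substrate mix added, 15 min RT, luminescence. %Activity, CRC fitting, curve-class categorization.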
# GALK inh: GALK (human) enzyme inhibition. recombinant GALK, Kinase-Glo ATP luminescence, 1 h. Potency, µM (top dose mostly 57.5 µM), for inactives: top-dose activity, negative = inhibition, most hits filed as inhibitors. 44,000 tested, under 10 active. AID 1347072;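 also: plate controls were full GALK reaction for no effect and reaction lacking GALK for full effect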
#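 Luminescent ATP-depletion readout (Kinase-Glo Plus) after 1 h room-temperature incubation of human GALK (5 nM) with galactose 100 µM and ATP 35 µM, pH 8.0 HEPES/Mg2+ buffer; compounds tested in qHTS format.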
# PTAP-TSG101 blk: blocks PTAP binding to human TSG101, validation. Fluorescence polarization, FITC-PTAP peptide/Tsg101, 20 min. Potency, µM (top dose mostly 115 µM), for the others: at the top dose activity change, negative = inhibition, usual class: inhibitors. 44,000 tested, under 10 active. AID 1347069; also: potency is read from the fitted curve at half-maximal effect; 0% is about no effect
#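 Fluorescence polarization: Tsg101 binding domain (10 uM final) in 10 mM HEPES pH 7.5, 0.15 M NaCl, 0.01% Tween 20, 3 mM EDTA, 0.1 mM TCEP; compounds pinned; FITC-PTAP peptide 50 nM final; 20 min, r.t.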
# p53null 39C tox: selectivity test: cytotoxicity in p53 null cells, nonpermissive temperature | H1299 p53-null (neo) cells, 39C, ATPlite viability, 24 h | hit rate 0.97% among 55,000 | Potency, µM (top dose mostly 46.1 µM), for the others: top-dose activity, negative = cell killing, usual class: cytotoxic;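 also: potency is read from the fitted curve at half-maximal effect; 0% = DMSO only and -100% = full killing by 100 µM tamoxifen; nearly all actives have a fitted effect of over 50% in size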
#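 Luminescent ATP signal reported cell survival after H1299 lines (neo, p53 null; or p53 A138V) received up to 46 uM compound and 24 hr incubation at 39C.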
# Numbers without * were called inactive; ? = inconclusive; nt = no result given; [ ] = another dose, or the depositor's remark. Calls follow the shape of the dose curve; as a rule, active = well fitted curve in the direction sought with a large enough effect; inconclusive = small, poorly fitted or top-dose-only effect, or another doubt; inactive = no such curve, though single readings can be large; an effect the other way counts as inactive or inconclusive.
SMILES,p53null 32C kill,FH mod,NTMT1 inh,B2AR arrestin ag,GALK inh,PTAP-TSG101 blk,p53null 39C tox
O=C1C2=C(Nc3ccccc3SC2c2ccc(Cl)c(Cl)c2)c2ccccc21 (configuration not stated),37%[activator],-23%,0%,1%,-2%,-7%,42%[activator]
O=C(C1CCCN(S(=O)(=O)c2cccs2)C1)N1CCN(c2ccccc2F)CC1 (configuration not stated),8%,-16%,-4%,-2%,-7%,-1%,-3%
Cc1cccc(C(=O)Nc2ccc(C(=O)OCc3cc(=O)n4c(C)csc4n3)cc2)c1,?,-3%,0%,-1%,0%,0%,?
COc1ccc(OC)c(CCNC(=O)CCc2cn(Cc3cc(C)ccc3C)c3ccccc23)c1,9%,-22%,-4%,0%,4%,4%,-4%
COc1ccc(Nc2cc(C(=O)NCCCN3CCN(c4ccc(OC)cc4)CC3)c3ccccc3n2)cc1,3%,-40%,?,-1%,0%,-6%,14%
CC(C(=O)Nc1cccc(C#N)c1)n1nc(-c2ccccc2)c2c(c1=O)CCCC2 (configuration not stated),11%,-28%,?,-1%,0%,-5%,15%
CCCCc1nn2c(=O)cc(COC(=O)c3ccc(NC(=O)c4ccccc4Cl)cc3)nc2s1,1%,3%,12%,1%,-2%,-3%,-7%
COc1cc(Cl)c(C)cc1NC(=O)CCc1c(C)nc2c3cccnc3nn2c1C,-1%,3%,7%,1%,0%,2%,-11%
CCN(CCCNC(=O)Cn1ncc2c3ccccc3n(C)c2c1=O)Cc1ccccc1,5%,3%,4%,-3%,-1%,-2%,-5%
CCOC(=O)CC1c2cc(OCC)c(OCC)cc2CCN1C(=O)Nc1cccc(Cl)c1 (configuration not stated),2%,-14%,13%,0%,6%,0%,-29%
Cc1ccc2c(c1)C(c1ccccc1)N(C(=O)Cc1ccc(F)cc1)CC(=O)N2 (configuration not stated),1%,-7%,-9%,1%,6%,-7%,-20%
CCc1ccccc1NC(=O)CSc1ncc2c(n1)-c1ccccc1N(C)S2(=O)=O,?,-12%,15%,-1%,-2%,3%,-19%
Cc1ccc(COc2ccc(-c3cc(C(F)(F)F)n4nc(C)cc4n3)cc2)cc1,-10%[9.22 µM],0%,9%,-1%,0%,-7%,-6%
CCOC(=O)c1ccc(NC(=O)c2c(C)nn(-c3ccc(F)cc3)c2-n2cccc2)cc1,-2%,-5%,-18%,-1%,1%,1%,-5%
COc1cc(NC(=O)c2nn(-c3ccc(C)cc3)c(=O)c3c2c2ccccc2n3C)cc(OC)c1OC,-13%,6%,7%,0%,5%,-3%,22%

# Random excerpt: four compounds from above, in no set order.
SMILES,p53null 32C kill,FH mod,NTMT1 inh,B2AR arrestin ag,GALK inh,PTAP-TSG101 blk,p53null 39C tox
Cc1ccc2c(c1)C(c1ccccc1)N(C(=O)Cc1ccc(F)cc1)CC(=O)N2 (configuration not stated),1%,-7%,-9%,1%,6%,-7%,-20%
O=C1C2=C(Nc3ccccc3SC2c2ccc(Cl)c(Cl)c2)c2ccccc21 (configuration not stated),37%[activator],-23%,0%,1%,-2%,-7%,42%[activator]
CCN(CCCNC(=O)Cn1ncc2c3ccccc3n(C)c2c1=O)Cc1ccccc1,5%,3%,4%,-3%,-1%,-2%,-5%
COc1ccc(Nc2cc(C(=O)NCCCN3CCN(c4ccc(OC)cc4)CC3)c3ccccc3n2)cc1,3%,-40%,?,-1%,0%,-6%,14%

# Next compounds:
SMILES,p53null 32C kill,FH mod,NTMT1 inh,B2AR arrestin ag,GALK inh,PTAP-TSG101 blk,p53null 39C tox
CCc1ccc(NC(=O)N2CCN(Cc3nc4ccc(C)cc4o3)CC2)cc1,-8%,6%,-8%,0%,0%,-8%,6%
CCN(CC)c1cc(C)c2cc(NC(=O)c3ccccc3OC)ccc2n1,-13%,-9%,?,1%,-4%,2%,-9%
COc1cccc(NC(=O)CCc2nc3c(C)nn(-c4ccc(C)cc4)c3n(C)c2=O)c1,5%,-1%,8%,0%,1%,-10%,23%
Fc1ccc(Nc2nc3nonc3nc2Nc2cccc(C(F)(F)F)c2)cc1,?,?,7%,-2%,-2%,1%,5.6µM*
CN(C(=O)c1cc2nc(-c3ccco3)cc(C(F)(F)F)n2n1)c1ccc(OC(F)(F)Cl)cc1,2%,-5%,-1%,1%,0%,-7%,7%
O=C(Cn1cc(S(=O)(=O)Cc2ccc(F)cc2)c2ccccc21)NCc1ccccc1,-13%,3%,-7%,0%,0%,3%,-15%
CCc1ccc(CNC(=O)CCn2nc(C)c3c(C)n(-c4ccccc4)nc3c2=O)cc1,5%,-1%,-4%,0%,0%,-1%,11%
CC(CNC(=O)c1ccc2nc(CCc3ccccc3)oc2c1)c1ccccc1 (configuration not stated),-2%,-10%,4%,3%,-2%,-3%,0%
CC1CCN(C(=O)c2ccc3c(c2)N(Cc2ccccc2F)C(=O)c2ccccc2S3(=O)=O)CC1,-5%,-15%,-18%,0%,7%,-3%,-10%
CC1CCC(N2CC(=O)N(C3CCCCC3)C(c3ccc(F)cc3)C2=O)CC1 (configuration not stated),-6%,nt,nt,0%,4%,0%,31%
CCc1ccc(-n2nc(C)c3c(C)cc(=O)n(CC(=O)Nc4cc(C)ccc4C)c32)cc1,9%,-6%,-4%,4%,1%,-7%,1%
Fc1ccc(-c2nn(-c3ccc(Cl)cc3)c3c2cnc2ccc(F)cc23)cc1,-3%,-3%,1%,0%,-5%,-1%,-1%
CCOc1ccc(CC(=O)NCCc2sc(-c3cccc(F)c3)nc2C)cc1,2%,-4%,-15%,-1%,1%,-5%,?
COc1ccc(-c2nc(S(=O)(=O)c3ccc(Cl)cc3)c(NCc3ccccc3)o2)cc1,4%,-26%,-9%,1%,-1%,-1%,8%
O=C(Nc1c2c(nn1-c1ccc(Cl)cc1)CS(=O)(=O)C2)c1cccc(Cl)c1,-16%,-9%,3%,2%,0%,-12%,4%
COC(=O)CN1C(=O)C(O)(CC(=O)c2ccc(F)cc2)c2ccccc21 (configuration not stated),1%,2%,0%,-2%,2%,-2%,30%
COc1cccc(NC(=O)c2c(C)oc3nc(C)nc(N4CCCC4)c23)c1,8%,3%,89µM*,1%,0%,-8%,-9%
CCCOc1ccc(NC(=O)CC2C(=O)N(c3ccc(C)cc3)C(=O)N2Cc2cccc(OC)c2)cc1 (configuration not stated),-4%,nt,nt,0%,-3%,-1%,25%
COc1cccc(-c2ccc3c(N)c(C(=O)c4ccc(Cl)cc4)sc3n2)c1,-16%,-1%,-3%,1%,0%,1%,-28%
COc1ccccc1C(=O)N/C(=C\c1cn(S(=O)(=O)N(C)C)c2ccccc12)C(=O)NCCCn1ccnc1,-1%,5%,1%,0%,0%,1%,-22%
COc1cc(OC)c(OC)cc1CN1CCc2nc(Nc3ccc4c(c3)OCCO4)ncc2C1,-18%,-13%,10%,-1%,-3%,-5%,-9%
COc1ccc(NC(=O)Cn2c(=O)n(Cc3ccccc3OC)c(=O)c3cccnc32)cc1Cl,-19%,-17%,-18%,?,5%,2%,-9%
COc1ccc(C(=O)NCCn2cc(SCc3ccc(C(F)(F)F)cc3)c3ccccc32)cc1OC,nt,?,1%,1%,-3%,-7%,nt
O=C(NCCCc1nc2ccccc2n1Cc1ccc(Cl)cc1Cl)c1ccco1,1%,nt,nt,0%,10%,1%,0%
Cc1ccc2occ(CC(=O)N(Cc3ccc(Cl)cc3)C3CCS(=O)(=O)C3)c2c1 (configuration not stated),25%,-28%,-6%,0%,-1%,-1%,17%
Cc1ccccc1Nc1c(-c2cccc(Cl)c2)nc2ncccn12,-12%,0%,1%,0%,-10%,3%,-8%
O=C(c1cc(F)cc(F)c1)N1CCC(c2nc(-c3ccc(S(=O)(=O)N4CCCC4)cc3)no2)CC1,-2%,-14%,-11%,-2%,2%,-3%,-8%
O=C(NCCCN1CCN(c2cccc(Cl)c2)CC1)c1ccc2nc(Cc3ccccc3)oc2c1,60%[activator],-28%,-3%,-1%,1%,-1%,?
O=C(Cn1cc(SCc2cccc(F)c2)c2ccccc21)N1CCOCC1,-2%,-11%,-8%,-1%,?,-11%,?
COc1cccc(N2C(=O)CSC23C(=O)N(Cc2ccccc2F)c2ccccc23)c1 (configuration not stated),24%,-19%,3%,1%,-1%,1%,28%
COc1ccccc1S(=O)(=O)Cc1ccc(C(=O)N2CCN(c3cc(Cl)ccc3C)CC2)o1,-8%,?,-5%,1%,9%,0%,-25%
CCOC(=O)C1=C(CN(CC)Cc2ccccc2)NC(=O)NC1c1ccc(OC(C)C)cc1 (configuration not stated),42%[activator],-23%,8%,0%,8%,-5%,71%
CCCNC(=O)CSc1c(CCC)cnc2c1c(=O)n(C)c(=O)n2C,-6%,-19%,?,0%,-1%,-9%,7%
Cc1ccc(NC(=O)NC(C)c2c(-n3cccc3)sc(C)c2C)cc1F (configuration not stated),43%[activator],?,7%,1%,-7%,2%,?
Clc1ccc(CCNc2ncnc3c2c(-c2ccccc2)cn3-c2ccccc2)cc1,5%,-13%,7%,-1%,0%,-4%,20%
COc1ccc(OC)c(NCc2cccn2-c2nnc(N3CCCCC3)s2)c1,-12%,-25%,?,1%,-3%,-3%,-14%
COc1cccc(NC(=O)Cn2c(=O)n(CCCCC(=O)NCc3ccccc3Cl)c(=O)c3ccccc32)c1,1%,-10%,?,-2%,2%,3%,-12%
CCC(=O)N1CCCc2cc(S(=O)(=O)N3CCC(C(=O)NC4CCC(C)CC4)CC3)ccc21 (configuration not stated),-7%,2%,9%,-1%,2%,-4%,1%

# An excerpt from above, showing only GALK inh:
SMILES,GALK inh
COc1ccccc1S(=O)(=O)Cc1ccc(C(=O)N2CCN(c3cc(Cl)ccc3C)CC2)o1,9%
CCOC(=O)C1=C(CN(CC)Cc2ccccc2)NC(=O)NC1c1ccc(OC(C)C)cc1 (configuration not stated),8%
CCCNC(=O)CSc1c(CCC)cnc2c1c(=O)n(C)c(=O)n2C,-1%
Cc1ccc(NC(=O)NC(C)c2c(-n3cccc3)sc(C)c2C)cc1F (configuration not stated),-7%
Clc1ccc(CCNc2ncnc3c2c(-c2ccccc2)cn3-c2ccccc2)cc1,0%
COc1ccc(OC)c(NCc2cccn2-c2nnc(N3CCCCC3)s2)c1,-3%
COc1cccc(NC(=O)Cn2c(=O)n(CCCCC(=O)NCc3ccccc3Cl)c(=O)c3ccccc32)c1,2%

# Not all compounds are listed; the hit share may differ from the screen's.
